# From PubChem BioAssay
# NCI-60 one-dose screen, 48 h, at 10 µM unless noted. Numbers give growth in % (100 = growth as untreated, 0 = no growth, -100 = all killed).
# HS 578T: HS 578T breast cancer. 78,000 tested, 4.1% active
# MDA-MB-231: MDA-MB-231 breast cancer; 81,000 tested, 5% active; AID 1794789
# T-47D: T-47D breast cancer | 79,000 tested, 5% active
# MDA-MB-468: MDA-MB-468 breast cancer. 78,000 tested, 8.5% active. AID 2202374
# LOX IMVI: LOX IMVI melanoma. AID 1794757. 79,000 tested, 7.4% active
# MCF7: MCF7 breast cancer; 82,000 tested, 6.3% active
# MALME-3M: MALME-3M melanoma | 78,000 tested, 5.8% active
# BT-549: BT-549 breast cancer. 78,000 tested, 4.4% active
# Active calls of the source: *; · = not tested or not shown. How the source made its calls: active means growth percent below 10; inactive means the rest.
# A first look (two entries):
SMILES,HS 578T,MDA-MB-231,T-47D,MDA-MB-468,LOX IMVI,MCF7,MALME-3M,BT-549
O=C(O)c1ccc(-c2nn(-c3ccc(C(=O)O)cc3)cc2/C=N/Nc2c(F)c(F)cc(F)c2F)cc1,111.9,104.9,95.0,116.7,100.0,95.7,93.7,120.5
Nc1nc2c(ccc3ccccc32)s1,129.2,98.2,87.2,66.1,107.6,73.6,98.7,113.1

# The listing, from the first entry:
SMILES,HS 578T,MDA-MB-231,T-47D,MDA-MB-468,LOX IMVI,MCF7,MALME-3M,BT-549
O=C(O)c1ccc(-c2nn(-c3ccc(C(=O)O)cc3)cc2/C=N/Nc2c(F)c(F)cc(F)c2F)cc1,111.9,104.9,95.0,116.7,100.0,95.7,93.7,120.5
Nc1nc2c(ccc3ccccc32)s1,129.2,98.2,87.2,66.1,107.6,73.6,98.7,113.1
O=C(Nc1nc(-c2cccnc2)nc2c1sc(=S)n2-c1ccccc1)C(F)(F)F,85.9,74.3,50.5,114.8,88.1,92.8,105.0,81.4
Brc1ccc(-c2csc(Nc3ccccn3)n2)cc1,113.7,86.3,53.7,·,214.1,34.5,76.3,112.0
COc1cccc(NC(=O)N2CCN(c3nc(-c4ccc(C)cc4)nc4ccccc34)CC2)c1,74.3,68.8,53.2,77.4,76.5,71.2,95.8,89.2
NC(=NCCCOc1ccc(F)cc1)Nc1ccc(Cl)cc1,81.9,53.7,18.6,12.5,83.9,7.3*,54.6,52.8
COc1ccc(/C=C2\SC(=Nc3ccc(F)cc3)NC2=O)c(OC)c1,118.6,113.4,74.7,93.5,99.5,66.2,·,108.3
Cc1ccc2oc(=O)cc(-c3cc(C)nc(N)c3C#N)c2c1,79.4,76.3,48.2,82.6,84.0,82.5,89.8,98.6
N#C/C(=C\NC(=S)Nc1ccc(S(=O)(=O)Nc2ccccn2)cc1)C(N)=O,106.8,113.1,92.3,122.0,95.6,95.5,109.7,99.4
CSc1ccc(C(=O)C[n+]2ccccc2C)cc1,99.0,98.3,90.1,94.7,99.4,97.9,102.6,104.7
COc1ccc2c(O)c(/C=C3\N=Nc4nc(C)ccc43)oc2c1CC1CCNCC1,57.9,34.6,89.5,1.0*,5.1*,67.3,19.1,60.4
Nc1nc(CSCC(=O)N2CCCCC2)nc(Nc2ccccc2F)n1,93.2,97.1,96.7,107.9,92.5,97.3,101.3,93.1
C=C(C)[C@@H]1CC[C@]2(C(=O)NCc3ccc(OCc4cn(-c5ccc(Cl)cc5Cl)nn4)c(OC)c3)CC[C@]3(C)C(CCC4[C@@]5(C)CCC(OC(C)=O)C(C)(C)C5CC[C@]43C)C12 (stereo partly specified),107.4,93.8,95.7,130.3,98.4,90.7,99.0,133.5
O=C(COc1ccc(Cl)cc1Cl)OCCCl,·,107.7,99.9,106.3,99.6,95.4,98.4,105.5
CC(=O)N(CCc1ccncc1)CCc1ccncc1,105.3,108.2,104.3,112.7,96.5,100.9,139.0,111.5
COc1cc(C2CC(c3ccc(C)cc3)=NN2C(C)=O)ccc1Oc1nc2c(c(=O)n(C)c(=O)n2C)n1C (stereo unspecified),78.7,88.9,102.9,79.5,85.2,81.3,130.1,94.4
Cc1oc2ncnc(Nc3cccc(F)c3)c2c1C(=O)NCCO,103.3,91.2,95.4,105.7,100.5,·,118.2,96.3
COc1ccc(N2C(=O)C(=S)N(c3ccc(OC)cc3)C2=O)cc1,95.2,118.6,72.2,121.2,96.6,82.9,98.7,75.7
CC(O)/C=C/C=C/C(O)CC/C=C/C(=O)NCC(C)(C)O (stereo unspecified),99.8,110.6,86.2,101.8,95.3,78.2,111.6,108.7
CN(C)c1ccc(/C=C2\C=C(c3ccc(Cl)c(Cl)c3)N(C(=O)c3ccccc3)NC2=O)cc1,98.1,92.7,77.6,116.5,96.7,74.4,94.8,109.4
O=[N+]([O-])c1cc(/C=N/Nc2nc(N/N=C/c3ccc(Cl)c([N+](=O)[O-])c3)nc(N3CCOCC3)n2)ccc1Cl,105.3,96.8,99.2,72.9,90.2,43.3,129.9,100.8
CC1CCN(C(=O)CC#N)CC1,100.7,104.0,118.9,105.0,105.2,100.0,117.3,107.6
CN1C(=O)C(/C(N)=N/O)=C(N)C12CCCC2,102.1,96.4,100.1,·,101.8,110.7,108.8,105.7
Fc1ccc(-n2cc(-c3ccccc3)c3c2ncn2nc(-c4ccc(Cl)cc4)nc32)cc1,87.0,84.1,84.3,92.1,86.6,61.1,107.8,142.6
Cc1noc2c(Cc3ccccc3)nn(CC(=O)N/N=C/c3ccc(Cl)cc3)c(=O)c12,4.1*,5.7*,9.1*,81.0,48.7,51.9,34.4,89.4
O=C(CSc1nnc2n1S(=O)(=O)c1ccccc1N2c1ccccc1)Nc1nc2ccc([N+](=O)[O-])cc2s1,92.5,78.5,73.8,·,89.2,79.7,96.0,106.7
COc1ccc(/C=C2/SC(=O)NC2=O)cc1OCc1cn(-c2ccc(S(=O)(=O)Nc3nccs3)cc2)nn1,94.8,118.5,104.4,95.0,85.7,106.5,107.9,104.2
CCC(CC)NCC(C)OC(=O)c1ccc([N+](=O)[O-])cc1 (stereo unspecified),·,110.1,98.2,93.2,101.5,104.7,114.4,100.3
Cc1ccc(C(O)c2ccccc2)cc1 (stereo unspecified),90.1,97.9,92.2,102.2,97.1,97.0,102.6,105.1
O=C1C2C3C=CC(O3)C2C(=O)N1Cc1ccncc1 (stereo unspecified),99.2,100.4,97.4,·,94.0,106.0,93.2,98.7
COc1cc2c(cc1OC)-c1cc3c(O)[nH]c(=S)n3c(=O)c1=N2,99.9,98.7,102.6,88.7,94.6,93.3,95.8,100.9
CC(=O)NNC(=S)N/C=C/c1c(C)ccc([N+](=O)[O-])c1[N+](=O)[O-],107.7,99.3,109.6,98.8,96.0,96.2,·,99.9
COc1ccc(-c2nc3nonc3[nH]c2=O)cc1,103.3,103.0,89.4,105.1,91.7,84.0,104.5,111.5
Nc1nc(N)c2c(n1)NC(c1cccc(Nc3ccnc4cc(Cl)ccc34)c1)CC(c1ccc(F)cc1)=N2 (stereo unspecified),79.2,90.3,86.5,101.2,92.7,85.4,105.0,114.2
CCOC(=O)/C(C#N)=C1/C=CCCC1,151.2,103.5,·,106.2,103.2,99.8,122.1,105.9
C=C1CC[C@@H]2[C@](C)(COC(C)=O)[C@H](OC(C)=O)CC[C@@]2(C)[C@@H]1CC(Nc1ccc(S(=O)(=O)Nc2nccc(C)n2)cc1)C1=CCOC1=O (stereo partly specified),68.6,13.3,69.1,-45.8*,-72.9*,0.1*,-0.7*,-2.7*
CCn1c2ccc(Br)cc2c2c3c(c4c5ccccc5ccc4c21)C(=O)NC3=O,108.1,110.0,87.9,118.0,102.9,82.7,98.5,101.5
COc1ccc(/C=C2/C=C(c3ccc(Cl)c(Cl)c3)OC2=O)cc1,99.0,102.0,96.9,100.4,96.5,95.5,101.8,121.3
CCOC(=O)CCCn1c2c(c(C)c1-c1ccccc1)C1=NC(=O)CN1C(SC)=N2,111.6,130.0,87.9,87.4,93.1,83.5,116.1,106.8
COc1ccccc1N=Nc1c(S(=O)(=O)O)cc2cc(NC(=O)Nc3ccc4c(O)c(N=Nc5c(N)ccc6cc(S(=O)(=O)O)ccc56)c(S(=O)(=O)O)cc4c3)ccc2c1O,102.3,115.8,107.0,107.1,104.1,116.0,104.3,114.1
N#C/C(=C\c1ccccc1)c1cc2ccccc2[nH]1,88.6,79.4,40.2,69.1,84.4,43.0,109.5,86.7
Cc1nc2ccccc2c2nnc(SCC(=O)N(Cc3ccccc3)c3ccccc3)n12,93.9,92.1,76.4,·,91.6,101.7,·,87.2
COc1ccc(NC(=O)c2ccc(NC3=C(c4ccc(OC)cc4)C(=O)N(C)C3=O)cc2)cc1,109.8,92.9,85.0,98.7,89.6,98.1,98.0,103.7
C=CC(=O)Nc1cccc(-c2nc(SC)nc(NCCCC)c2C#N)c1,67.2,84.3,65.4,101.6,86.3,72.6,85.3,67.4
COC(=O)C1CC2C(Cl)=C(Cl)C1(Cl)C2(Cl)Cl (stereo unspecified),117.6,·,104.6,·,106.7,93.6,104.6,108.2
COc1cc(Cl)cc(-c2nn(-c3cccc(NC(=O)Nc4cccc(C(F)(F)F)c4)c3)cc2-c2ccncc2)c1,23.1,-9.2*,-0.4*,6.9*,4.6*,0.3*,-16.6*,12.9
COc1c(F)cccc1/C=C/C(=O)/C=C(/C=C/c1cccc(F)c1OC)OB(F)F,111.9,113.3,97.4,111.7,94.8,88.5,94.7,101.0
Nc1ccc2nc(NC(=O)CN3CCCCCC3)sc2c1,100.9,102.6,98.4,103.0,103.6,100.6,103.3,96.2
CC(C)(C)C(=O)Nc1nc2c(s1)CCCc1ccn(S(=O)(=O)c3ccccc3)c1-2,94.4,106.5,85.8,102.6,97.8,89.0,100.7,81.2
Cc1ccc(-n2cc(COC(=O)/C=C/c3cn(-c4ccccc4)nc3-c3ccccc3)nn2)cc1,86.9,76.1,79.7,93.1,85.4,79.7,110.4,107.9
COC(=O)C1=C/C(=C/Nc2ccccc2)C2=C1C(=O)C1C(O)=CC(C)=CC1O2 (stereo unspecified),92.1,81.2,84.8,98.6,95.4,95.6,91.9,93.4
ClCC(Cl)(Br)CBr (stereo unspecified),103.1,108.7,102.5,113.7,93.2,87.8,108.0,97.6
COc1cc(-c2nn(C(C)(C)C)cc2-c2ccnc(NCCCNS(=O)(=O)c3ccccc3)n2)ccc1F,84.2,83.8,68.9,37.9,71.9,63.4,91.9,111.1
O=C1/C(=C\c2ccc(O)cc2)N=C(c2cnccn2)N1c1cccc2cccnc12,88.6,82.9,85.3,97.9,87.0,93.5,96.7,95.2
CC(=O)Nc1cccc(-c2ccc(C#N)n2C)c1,105.1,103.1,82.2,117.4,110.9,88.5,108.7,109.6
O=C1c2c(O)ccc([N+](=O)[O-])c2C(=O)c2c([N+](=O)[O-])ccc(O)c21,92.0,93.2,95.2,71.8,71.3,93.5,70.3,101.2
CC(=O)NC(CO)C(O)c1ccc([N+](=O)[O-])cc1 (stereo unspecified),140.6,99.7,108.8,126.7,97.2,96.6,99.4,101.0
Cc1ccc(NC(=O)CCC(=O)NS(=O)(=O)c2ccc(C)cc2)cc1,101.4,103.1,95.2,101.6,98.3,·,98.7,92.7
CO/N=C(/C(=O)N[C@@H]1C(=O)N2C(C(=O)O)=C(COC(C)=O)CS[C@H]12)c1csc(N)n1,115.6,103.9,102.5,107.8,100.9,97.6,111.3,107.6
Cn1c(=O)c2nc(CC(=Nc3cccc(C(F)(F)F)c3)c3ccccc3)c(=O)[nH]c2n(C)c1=O,85.0,100.2,102.3,86.4,98.5,101.6,88.3,101.0
# Next entries
SMILES,HS 578T,MDA-MB-231,T-47D,MDA-MB-468,LOX IMVI,MCF7,MALME-3M,BT-549
Nc1nc2c(c(=O)[nH]1)CN(CCCN1CCN(CCCN3CNc4nc(N)[nH]c(=O)c4C3)CC1)CN2,105.0,92.4,96.1,98.3,95.8,91.8,105.8,97.4
O=c1[nH]c(=S)c2cnn(-c3ccccc3)c2[nH]1,81.8,70.9,83.7,96.2,85.7,91.7,98.7,98.5
CC(=O)C1=C(C)OC(N)=C(C#N)C1c1cc2ccccc2n2nnnc12 (stereo unspecified),96.1,93.9,93.5,88.8,84.7,76.1,89.9,83.1
Cc1cc(Cl)cc(CN(C)Cc2cc(Cl)cc(C)c2O)c1O,103.4,108.5,81.2,·,78.1,61.4,78.8,118.0
O=C(N/N=C/c1coc2ccccc2c1=O)c1cc2oc(-c3ccccc3)cc2[nH]1,107.2,96.8,84.7,·,98.4,97.2,-6.0*,77.2
CCOC(=O)c1c2c(c(C)n1Cc1ccc(OC)cc1)-c1nc(N)ncc1CC2,111.3,97.2,105.0,106.8,103.7,105.8,131.8,118.7
CCn1cc(C2NC(=O)c3ccccc3N2)c2cccc(C)c21 (stereo unspecified),7.2*,15.3,36.9,17.9,29.2,16.9,48.0,48.7
CN(C)N=Nc1ccc(-c2ccc(N=NN(C)C)cc2)cc1,104.5,61.5,68.2,102.0,94.4,88.3,103.2,104.7
CCOC(=O)CSc1nc2ccccc2[nH]1,102.0,86.7,105.4,91.5,96.2,96.1,104.5,108.7

# Structures shown so far containing a cyano group, in the order listed:
SMILES,HS 578T,MDA-MB-231,T-47D,MDA-MB-468,LOX IMVI,MCF7,MALME-3M,BT-549
Cc1ccc2oc(=O)cc(-c3cc(C)nc(N)c3C#N)c2c1,79.4,76.3,48.2,82.6,84.0,82.5,89.8,98.6
N#C/C(=C\NC(=S)Nc1ccc(S(=O)(=O)Nc2ccccn2)cc1)C(N)=O,106.8,113.1,92.3,122.0,95.6,95.5,109.7,99.4
CC1CCN(C(=O)CC#N)CC1,100.7,104.0,118.9,105.0,105.2,100.0,117.3,107.6
CCOC(=O)/C(C#N)=C1/C=CCCC1,151.2,103.5,·,106.2,103.2,99.8,122.1,105.9
N#C/C(=C\c1ccccc1)c1cc2ccccc2[nH]1,88.6,79.4,40.2,69.1,84.4,43.0,109.5,86.7
C=CC(=O)Nc1cccc(-c2nc(SC)nc(NCCCC)c2C#N)c1,67.2,84.3,65.4,101.6,86.3,72.6,85.3,67.4
CC(=O)Nc1cccc(-c2ccc(C#N)n2C)c1,105.1,103.1,82.2,117.4,110.9,88.5,108.7,109.6
CC(=O)C1=C(C)OC(N)=C(C#N)C1c1cc2ccccc2n2nnnc12 (stereo unspecified),96.1,93.9,93.5,88.8,84.7,76.1,89.9,83.1
